FN deposition inh = fibronectin deposition inhibition; AH1F fibroblasts, Alexa488-fibronectin deposition fluorescence, overnight; inhibition, % at 12.6 µM; 0.086% of 350,000 active; AID 743247;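 active = mean inhibition across replicates of 30% or more, regardless of how many single replicates reach that level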;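 note: positive control wells lacked labelled fibronectin entirely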
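Test system: AH1F fibroblast monolayer depositing Alexa488-labelled fibronectin into matrix. Input: 10000 cells per well. Technique: fluorescence, ex 485 nm, em 525 nm. Buffer or medium: DMEM plus 2% serum, read in PBS. Timing: 1 h cell adhesion before compound, then overnight fibronectin incubation. Compound: single dose, pinned. Read-out basis: inhibition from reduced deposited-fibronectin fluorescence.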
PglD DTNB = blocks C. jejuni PglD acetyltransferase activity; purified PglD enzyme, DTNB colorimetric CoA detection; AID 602405; 0.098% of 360,000 active; inhibition, % at 12.5 µM; in the data active = inhibition above about 16%, passing the limit was not always enough; note: strong numbers were not always called active
miR-122 sensor = inhibitors of miR-122 in Huh7 cells; activation (reporter increase), % at 12.5 µM; 0.3% of 340,000 active; Huh7 miR-122 Renilla luciferase sensor, 48 h; neutral wells = 0, positive control = 100;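 active = mean replicate activation score at least 90 and every replicate individually at or above 90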;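 note: higher luciferase means less miR-122 activity so hits act as miR-122 inhibitors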
CFTR F508del cor = CFTR F508del correction in bronchial cells; AID 720511; activity (quench increase), % at 7.58 µM; CFBE cells, YFP halide quenching; stimulated with forskolin plus potentiator P3; % fluorescence drop versus neutral controls; 0.36% of 350,000 active;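 active = mean added fluorescence quench of at least 8% versus neutral control, with both replicates also reaching 8%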;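 note: cells transiently co-express mutant CFTR-F508del with the halide-sensitive YFP; corrector assay measuring rescue of mutant channel to the surface after 24 h compound exposure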
C2C12 statin = suppression of simvastatin myotoxicity; rescue of ATP level, % at 7.49 µM; 0.78% of 330,000 active; C2C12 myotubes + simvastatin, ATP luminescence, 48 h; scaled: DMSO 0, geranylgeraniol control 100;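 active = mean ATP rescue above about 67%, or every replicate alone reaching that limit, limit read from the data, passing the limit was not always enough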;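 note: myotubes were challenged with 10 µM simvastatin during compound exposure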
PGC1a acetyl inh = modulators of PGC1a acetylation; U2OS PGC1a acetylation, AlphaScreen anti-acetyl-lysine; with virally co-expressed GCN5 acetyltransferase; inhibition, % at 15.6 µM; 0.17% of 350,000 active; AID 651687;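 active = every replicate shows inhibition of at least 40%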;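 note: 0% = neutral control wells and 100% = positive control wells; some results beyond the cut were filed as inactive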
INS-1E GSIS act = GLuc luminescence reporter in INS-1E cells, primary screen for activators of glucose-dependent secretion of insulin; INS-1E GLuc reporter insulin secretion, 2-3 h; activation, % at 16.6 µM; 0.61% of 370,000 active; AID 743287;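 active = lowest replicate activation of at least 40%, so every replicate reaches that level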;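 note: 0% = median of neutral control wells and 100% = median of IBMX positive control wells; some compounds called inactive have numbers as strong as hits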
Cneo AK release = causes C. neoformans cell lysis; lysis activity, % at 15 µM; adenylate kinase release luminescence, 4 h; normalised: neutral wells 0, clomiphene wells 100; AID 651654; 0.2% of 360,000 active;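 active = mean lysis activity across replicates of at least 80%, whatever share of replicates individually reach that level; inactive = mean lysis activity below 80%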
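Test system: log-phase Cryptococcus neoformans yeast cells; Quantity: yeast cell density of 5 × 10^6 cells/mL; Buffer or medium: YPD; Doses: single compound concentration per well; Timing: 4 h at 37 °C static, read 1 h later; Measured by: AK luminescence; Read-out basis: lysis from increased AK signal; Control set: Clomiphene as positive control.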
An asterisk follows results filed as active; & = joins results of further samples; [ ] = dose if it differs, or a comment.

Results for O=C(NCC1CCCO1)Nc1ccc(Cl)cc1 (stereo unspecified) ?
PglD DTNB: 0; miR-122 sensor: -1; PGC1a acetyl inh: -3; Cneo AK release: 0

Results for CCOc1ccc(N(CC(=O)NCc2ccco2)S(C)(=O)=O)cc1 ?
PglD DTNB: -6; miR-122 sensor: -3; C2C12 statin: -2; PGC1a acetyl inh: -14; Cneo AK release: -1

How did CC(C)(C)CC(=O)N1CCN(Cc2ccc3c(c2)OCO3)CC1 do in these assays?
FN deposition inh: 6; PglD DTNB: -2; miR-122 sensor: 0; CFTR F508del cor: -0.6; C2C12 statin: 19; PGC1a acetyl inh: 0; INS-1E GSIS act: 2; Cneo AK release: 1

What do the screens show for `COc1ccccc1NC(=O)CSc1nc(O)cc(=O)n1-c1ccccc1OC`?
FN deposition inh: -9; PglD DTNB: 3; miR-122 sensor: -6; PGC1a acetyl inh: 1; INS-1E GSIS act: 4; Cneo AK release: -1

How did Cn1c(C(C#N)/C(=N\S(=O)(=O)c2cccs2)c2ccccc2)nc2ccccc21 (stereo unspecified) do in these assays?
PglD DTNB: 0; miR-122 sensor: 12; C2C12 statin: 6; PGC1a acetyl inh: -3; Cneo AK release: 0

What do the screens show for `O=C(O)CCN(Cc1ccccc1)S(=O)(=O)c1ccc(Cl)cc1F`?
FN deposition inh: 0; miR-122 sensor: -2; CFTR F508del cor: -2.1; C2C12 statin: 10; PGC1a acetyl inh: 7; INS-1E GSIS act: 2

Results for CS(=O)(=O)N1CCCCN2[C@H](CO)[C@@H](c3ccc(-c4cccc(C#N)c4)cc3)[C@H]2C1 ?
PglD DTNB: 6; miR-122 sensor: -5[16.7 µM]; CFTR F508del cor: 0.0; C2C12 statin: 3; PGC1a acetyl inh: 13; INS-1E GSIS act: 10; Cneo AK release: 0

What do the screens show for `CO[C@@H]1CN(C)C(=O)c2ccc(NC(=O)C3CCOCC3)cc2OC[C@H](C)N(C)C[C@H]1C`?
FN deposition inh: 7; PglD DTNB: -4; miR-122 sensor: 9[16.7 µM]; CFTR F508del cor: 0.6; C2C12 statin: -6; PGC1a acetyl inh: -15; INS-1E GSIS act: 14; Cneo AK release: 2

What do the screens show for `CCCC(=O)NCCc1cc2ccc(C)c(C)c2[nH]c1=O`?
FN deposition inh: 0; PglD DTNB: 0; miR-122 sensor: 3; CFTR F508del cor: -1.1; C2C12 statin: 4; PGC1a acetyl inh: 1; INS-1E GSIS act: 11; Cneo AK release: 1

Results for O=C(OC(C(=O)NCc1ccc2c(c1)OCO2)c1ccccc1F)c1ccco1 (stereo unspecified) ?
PglD DTNB: -3; miR-122 sensor: -3; C2C12 statin: 84*; PGC1a acetyl inh: 10; INS-1E GSIS act: -4; Cneo AK release: 1

What do the screens show for `COc1ccc(S(=O)(=O)N(C)C[C@@H]2OCc3cnnn3CCCC(=O)N([C@H](C)CO)C[C@H]2C)cc1`?
FN deposition inh: 6&2; PglD DTNB: 3&-1; miR-122 sensor: -2; CFTR F508del cor: 2.1&1.8&-1.8; C2C12 statin: 8&-7&-13; PGC1a acetyl inh: -15&4&5; INS-1E GSIS act: -1; Cneo AK release: 0&-2

How did CO[C@H]1CN(C)C(=O)c2ccc(NC(=O)C3CCOCC3)cc2OC[C@@H](C)N(C(=O)c2ccccc2)C[C@@H]1C do in these assays?
CFTR F508del cor: -2.3; C2C12 statin: 6; PGC1a acetyl inh: 4; INS-1E GSIS act: 13

Two compounds drawn at random from the list so far, as already listed:
What do the screens show for `CO[C@@H]1CN(C)C(=O)c2ccc(NC(=O)C3CCOCC3)cc2OC[C@H](C)N(C)C[C@H]1C`?
FN deposition inh: 7; PglD DTNB: -4; miR-122 sensor: 9[16.7 µM]; CFTR F508del cor: 0.6; C2C12 statin: -6; PGC1a acetyl inh: -15; INS-1E GSIS act: 14; Cneo AK release: 2

What do the screens show for `COc1ccccc1NC(=O)CSc1nc(O)cc(=O)n1-c1ccccc1OC`?
FN deposition inh: -9; PglD DTNB: 3; miR-122 sensor: -6; PGC1a acetyl inh: 1; INS-1E GSIS act: 4; Cneo AK release: -1

The listing continues:
Results for COc1cccc(NC(=O)CN(C)C(=O)/C=C/c2ccc(S(=O)(=O)N3CCCCCC3)cc2)c1 ?
FN deposition inh: 5; PglD DTNB: -3; miR-122 sensor: -6; CFTR F508del cor: -0.9; C2C12 statin: 0; PGC1a acetyl inh: -6; Cneo AK release: -8

What do the screens show for `C[C@@H]1CN([C@@H](C)CO)C(=O)c2cc(C3=CCCC3)cnc2O[C@@H]1CN(C)C(=O)Nc1ccc(C(F)(F)F)cc1`?
FN deposition inh: -3; PglD DTNB: -3; miR-122 sensor: -1[16.7 µM]; CFTR F508del cor: -0.6; C2C12 statin: 2; PGC1a acetyl inh: 8; INS-1E GSIS act: -4; Cneo AK release: 4

How did CCC(NC(=O)CN1CCN(C(=O)c2cccs2)CC1)c1ccc(C)cc1 (stereo unspecified) do in these assays?
FN deposition inh: 10; PglD DTNB: 3; miR-122 sensor: -6; CFTR F508del cor: -2.7; C2C12 statin: 7; PGC1a acetyl inh: 1; INS-1E GSIS act: -6; Cneo AK release: -1

What do the screens show for `COc1ccccc1CNC(=O)c1cc2ccccc2oc1=O`?
PglD DTNB: 32*; CFTR F508del cor: -0.2; INS-1E GSIS act: 15; Cneo AK release: 0

How did C[C@@H]1CN([C@H](C)CO)C(=O)Cc2cc(NS(=O)(=O)c3ccc(Cl)cc3)ccc2O[C@@H]1CN(C)C(=O)Nc1ccc(F)cc1 do in these assays?
FN deposition inh: 0; PglD DTNB: 0; miR-122 sensor: 6[16.7 µM]; CFTR F508del cor: -0.5; C2C12 statin: -5; PGC1a acetyl inh: -6; INS-1E GSIS act: 5; Cneo AK release: -1

Results for CCOc1ccc(NC(=O)c2cccc(-n3cnnn3)c2)cc1 ?
FN deposition inh: 1; PglD DTNB: -1; miR-122 sensor: 5; C2C12 statin: -10; Cneo AK release: -1

What do the screens show for `CCN(CC)c1ccc(/C=N/Nc2nn[nH]n2)cc1`?
FN deposition inh: -2; CFTR F508del cor: -4.3; C2C12 statin: -3; PGC1a acetyl inh: 3; INS-1E GSIS act: 6

How did C[C@@H]1CN([C@H](C)CO)S(=O)(=O)c2ccc(C#Cc3ccccn3)cc2O[C@H]1CN(C)C do in these assays?
FN deposition inh: -6; PglD DTNB: 10; miR-122 sensor: 63[16.7 µM]; CFTR F508del cor: -0.5; C2C12 statin: 11; PGC1a acetyl inh: -11; INS-1E GSIS act: -11; Cneo AK release: -2

Results for O=C(O)C1=C(C(=O)N2CCN(C(=O)c3ccco3)CC2)CCCC1 ?
FN deposition inh: -5; PglD DTNB: -7; miR-122 sensor: 0; C2C12 statin: -13; PGC1a acetyl inh: 0; INS-1E GSIS act: 10; Cneo AK release: 0

What do the screens show for `COc1ccc(Cl)cc1NC(=O)c1nnn(CC(=O)Nc2ccc(C)c(C)c2)c1N`?
FN deposition inh: 1; PglD DTNB: 3; miR-122 sensor: 4; CFTR F508del cor: -3.7; C2C12 statin: 3; PGC1a acetyl inh: -2; INS-1E GSIS act: 18; Cneo AK release: 3

What do the screens show for `O=C(C[C@@H]1C=C[C@@H](NS(=O)(=O)c2ccc(F)cc2)[C@@H](CO)O1)NCCN1CCCCC1`?
PglD DTNB: -1; CFTR F508del cor: -1.4; C2C12 statin: -2; PGC1a acetyl inh: 5; INS-1E GSIS act: 4; Cneo AK release: 0

How did O=C(NNC(=O)C1CCCO1)c1ccc(Cl)cc1 (stereo unspecified) do in these assays?
FN deposition inh: 0; PglD DTNB: -3; miR-122 sensor: -3; C2C12 statin: 4; PGC1a acetyl inh: 0; Cneo AK release: 10

What do the screens show for `O=C(CN1CCN(S(=O)(=O)c2ccc(F)cc2)CC1)Nc1ccc2c(c1)OCO2`?
PglD DTNB: -21; miR-122 sensor: -4; C2C12 statin: -18; PGC1a acetyl inh: -4; Cneo AK release: 1

How did CSCCC1NC(=O)N(CC(=O)Nc2ccc(Cl)c(S(=O)(=O)N3CCOCC3)c2)C1=O (stereo unspecified) do in these assays?
FN deposition inh: 13; miR-122 sensor: 4; CFTR F508del cor: -3.3; C2C12 statin: -3; PGC1a acetyl inh: -18

What do the screens show for `Cc1nnc2n(c1=O)C(CS(=O)(=O)c1ccc3ccccc3c1)CS2` (stereo unspecified)?
FN deposition inh: -5; PglD DTNB: -1; miR-122 sensor: -5; CFTR F508del cor: -4.5; C2C12 statin: -3; INS-1E GSIS act: 7; Cneo AK release: 1

What do the screens show for `Cc1ccc(NC(=O)CSCC(=O)N2CCN(C(=O)c3ccco3)CC2)cc1`?
FN deposition inh: 0; PglD DTNB: -5; miR-122 sensor: 0; CFTR F508del cor: -2.3; C2C12 statin: 3; PGC1a acetyl inh: -3; Cneo AK release: -1

What do the screens show for `CCc1nc(CN(C)C(=O)C2CCC(=O)N(CCc3cccc(F)c3)C2)no1` (stereo unspecified)?
FN deposition inh: -2; PglD DTNB: -1; miR-122 sensor: -1; CFTR F508del cor: 2.5; C2C12 statin: 4; PGC1a acetyl inh: 4; INS-1E GSIS act: 10; Cneo AK release: -3

Results for O=C(OCc1nc2ccccc2s1)c1ccc([N+](=O)[O-])o1 ?
PglD DTNB: 6; miR-122 sensor: 1; C2C12 statin: -26; PGC1a acetyl inh: -7; Cneo AK release: 2

What do the screens show for `CSc1ccc(CCNC(=O)c2ccc(CS(=O)Cc3ccccc3Cl)o2)cc1` (stereo unspecified)?
FN deposition inh: 7; PglD DTNB: 2; CFTR F508del cor: 0.3; C2C12 statin: 6; PGC1a acetyl inh: -11; INS-1E GSIS act: -37; Cneo AK release: -4

What do the screens show for `COc1ccc2c(c1)c([C@@H]1[C@H](C)[C@H]3CCCC[C@H]3CN1S(=O)(=O)c1ccc(C)cc1)cn2C`?
FN deposition inh: 4; PglD DTNB: 1; CFTR F508del cor: 2.4; C2C12 statin: -7; INS-1E GSIS act: 15; Cneo AK release: 1

What do the screens show for `COc1ccc(OCC(=O)N/N=C(\C)c2cccs2)cc1`?
FN deposition inh: -1; PglD DTNB: 0; miR-122 sensor: 5; CFTR F508del cor: -0.1; PGC1a acetyl inh: 23; INS-1E GSIS act: 26; Cneo AK release: 5

What do the screens show for `CCn1c(CNC(=O)c2ccc(OC)cc2)nnc1SC`?
FN deposition inh: -4; PglD DTNB: 2; miR-122 sensor: 1; CFTR F508del cor: -1.0; C2C12 statin: 19; PGC1a acetyl inh: 3; INS-1E GSIS act: 1; Cneo AK release: -1

What do the screens show for `COc1ccc(CNC(=O)COc2ccc(S(=O)(=O)NC(C)C)cc2)cc1`?
FN deposition inh: -6; PglD DTNB: -3; miR-122 sensor: -10; C2C12 statin: 9; PGC1a acetyl inh: 0; INS-1E GSIS act: 70; Cneo AK release: -4

Results for COc1cccc(C(=O)Nc2ccc3c(c2)C(=O)N(C)C[C@@H](OC)[C@@H](C)CN(CCc2ccccc2)[C@@H](C)CO3)c1 ?
FN deposition inh: 10; PglD DTNB: -3; CFTR F508del cor: -2.6; C2C12 statin: 22; PGC1a acetyl inh: -9; INS-1E GSIS act: 1; Cneo AK release: -4

Results for Cc1cc(O)cc2c1C(c1ccc(F)cc1)CC1(CC(C)(C)NC(=S)N1)O2 (stereo unspecified) ?
PglD DTNB: 2; miR-122 sensor: -2; C2C12 statin: 8; PGC1a acetyl inh: 9; Cneo AK release: 1

Results for CCC(C(=O)NCc1ccco1)N(C(=O)CNS(=O)(=O)c1ccccc1)C1CCCCC1 (stereo unspecified) ?
PglD DTNB: -3; miR-122 sensor: 5; CFTR F508del cor: 5.0; C2C12 statin: 3; PGC1a acetyl inh: 0; INS-1E GSIS act: -13; Cneo AK release: 2

Compound activity as filed in PubChem BioAssay.
